Screening data (PubChem)
PRMT1 FP inh: blocks human protein arginine methyltransferase 1. Q99873. hit rate 1.3% among 370,000. recombinant PRMT1, activity-based probe fluorescence polarization. inhibition, % at 2.79 µM;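 active = inhibition above about 21% made by adding two undisclosed values, limit read from the data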
LEDGF integ inh: blocks HIV-1 LEDGF/p75-dependent DNA integration. inhibition, % at 3.7 µM. TR-FRET IN-LEDGF/p75 DNA integration, Eu/Cy5. hit rate 0.64% among 370,000;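 active = inhibition above the screen-wide mean plus 3 SD, cut at about 13% in these data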;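 also: signal is the Cy5 over europium emission ratio at 671 and 618 nm; 0% = plate median of compound wells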
TDP2 absorb: TDP2 (human) inhibition, absorbance primary screen | recombinant TDP2, T5PNP hydrolysis, p-nitrophenol absorbance 415 nm | inhibition, % at 12.8 µM | hit rate 0.34% among 370,000 | AID 720702;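 active = inhibition above the mean of all tested compounds plus 3 SD, set per campaign, cut at about 25% in these data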;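 also: 0% = DMSO with enzyme and 100% = buffer with substrate but no TDP2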
Target sequence (O95551 whole entry, looked up): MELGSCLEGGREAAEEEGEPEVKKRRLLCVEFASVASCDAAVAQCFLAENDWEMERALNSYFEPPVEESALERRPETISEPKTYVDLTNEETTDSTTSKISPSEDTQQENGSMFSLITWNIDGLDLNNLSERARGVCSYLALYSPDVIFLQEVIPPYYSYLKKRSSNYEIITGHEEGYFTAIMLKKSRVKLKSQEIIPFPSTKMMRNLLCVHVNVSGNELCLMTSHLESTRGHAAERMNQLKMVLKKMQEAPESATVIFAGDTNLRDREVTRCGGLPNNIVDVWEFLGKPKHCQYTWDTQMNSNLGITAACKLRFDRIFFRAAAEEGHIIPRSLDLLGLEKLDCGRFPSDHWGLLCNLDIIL
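Assay system: recombinant human TDP2 / Reagent: T5PNP substrate at 5 mM, a TopII-DNA adduct mimic / Measured by: epi absorbance from released p-nitrophenol / Evaluation: % inhibition relative to enzyme-containing and enzyme-free wells / Control set: enzyme-free and DMSO wells / Replicates: each compound tested once, singlicate / Schedule: enzyme reaction with compound for 2 h at 37 °C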
SIAE primary: inhibitors of human sialic acid acetylesterase SIAE; hit rate 0.69% among 370,000; AID 1053197; SIAE FP-Rh probe binding, fluorescence polarization; inhibition, % at 9.66 µM; Q9HAT2;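 active = inhibition above a cutoff: mean of compounds within the control limits plus 3 SD of those, cut at about 17% in these data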;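 also: 0% = plate median of compound wells and 100% = probe without SIAE protein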
rCAG RNA binder: molecules binding r(CAG) RNA repeats | r(CAG) RNA repeat, TO-PRO-1 dye displacement fluorescence | inhibition, % at 3 µM | hit rate 1.3% among 370,000 | AID 651821;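 active = inhibition above the plate cutoff, the mean of all test compounds on that plate plus 3 SD, cut at about 35% in these data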;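 also: 0% = DMSO alone and 100% = 100 µM mitoxantrone as full dye displacement; higher means more dye released from RNA so lower well fluorescence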
MBD2 DNA inh: inhibitors of human MBD2 binding to methylated oligonucleotide | Q9UBB5 | TR-FRET | inhibition, % at 4.4 µM | hit rate 0.31% among 370,000; in the data active = inhibition above about 13%
HTRA1 inh: blocks human HTRA1 serine peptidase; inhibition, % at 5.96 µM; hit rate 0.5% among 340,000; AID 504803; recombinant HTRA1, FP-rhodamine activity-based probe, fluorescence polarization; in the data active = inhibition above about 36%;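 also: 0% = enzyme with DMSO and 100% = wells lacking enzyme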
Target sequence (Q92743 whole entry, looked up): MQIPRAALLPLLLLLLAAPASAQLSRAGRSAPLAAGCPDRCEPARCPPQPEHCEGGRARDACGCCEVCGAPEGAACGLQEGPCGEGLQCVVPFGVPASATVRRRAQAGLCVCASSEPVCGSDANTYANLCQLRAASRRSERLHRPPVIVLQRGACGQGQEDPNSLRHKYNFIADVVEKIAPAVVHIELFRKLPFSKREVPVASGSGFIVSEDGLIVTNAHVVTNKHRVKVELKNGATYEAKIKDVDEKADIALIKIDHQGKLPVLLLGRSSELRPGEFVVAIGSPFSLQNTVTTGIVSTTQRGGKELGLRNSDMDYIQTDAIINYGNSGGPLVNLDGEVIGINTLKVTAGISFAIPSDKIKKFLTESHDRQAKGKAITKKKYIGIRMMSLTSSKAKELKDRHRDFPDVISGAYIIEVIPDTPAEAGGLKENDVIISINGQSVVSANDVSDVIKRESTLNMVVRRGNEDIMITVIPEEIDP
ABHD4 inh: inhibits mouse alpha/beta hydrolase domain 4; hit rate 0.54% among 370,000; inhibition, % at 8.92 µM; purified mABHD4, FP-Rh probe fluorescence polarization; Q8VD66;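 active = inhibition exceeding the mean over every tested compound plus 3 SD, cut at about 30% in these data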;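 also: 0% = plate median of compound wells and 100% = S159A mutant with DMSO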
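Assay system: Wild-type mouse ABHD4 protein | Medium: HEPES pH 7.0 buffer, 150 mM NaCl, 0.01% Pluronic F-127 | Incubation: Enzyme–compound pre-incubation 45 min, then probe 60 min, both 25 °C | Technique: Fluorescence polarization with parallel and perpendicular emission, 525/598 nm | Evaluation: % inhibition of FP-Rh probe binding versus controls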
GC-B act: GC-B (human) receptor activation; P20594; HEK293-GC-B cells, CNP EC30, cGMP TR-FRET; 0% at EC30 CNP, 100% saturating CNP; activation, % at 10 µM; hit rate 0.11% among 370,000; AID 1920062;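 active = activation at 10 µM reaching about 35% in either raw or pattern-adjusted values, limit read from the data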
TCR-CD3 inh: human TCR-CD3 binding inhibition; TAMRA-labeled TCR probe fluorescence, biochemical; inhibition, % at 9.4 µM; hit rate 0.37% among 360,000; in the data active = inhibition above about 19%;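 also: recombinant mutant TCR 2C K166C tagged with TAMRA read by polarization; 0% = receptor in buffer alone and 100% = receptor with positive control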
Numbers without * were called inactive; · = no result given. Not all compounds are listed (hit frequency here may not be typical).

SMILES	PRMT1 FP inh	LEDGF integ inh	TDP2 absorb	SIAE primary	rCAG RNA binder	MBD2 DNA inh	HTRA1 inh	ABHD4 inh	GC-B act	TCR-CD3 inh
Cn1c(CNC(=O)c2ccc(Cl)cc2)nnc1SCC(=O)N1CCOCC1	-3	2	11	2	0	-4	-1	-4	4	3
Cc1cc(Nc2ccc(Cl)cc2)n2ncnc2n1	-2	6	10	1	-2	-2	1	-2	9	-3
COC(=O)C1=CN(c2c(C)cc(C)cc2C)C(N)=C(C#N)C1c1cccc(F)c1 (centres undefined)	-5	0	4	0	3	3	·	-19	-7	-3
O=c1cc(-c2ccc(O)c(-c3c(O)cc(O)c4c(=O)cc(-c5ccc(O)cc5)oc34)c2)oc2cc(O)cc(O)c12	1	0	0	-30	92*	2	40*	-76	9	8
COc1cc(NC(=O)COc2ccc(Cl)cc2)ccc1-c1cc2ccccc2oc1=O	4	-6	-2	-6	15	-2	-24	-9	7	-3
CCOC(=O)CSc1[nH]c(=O)cc(C)c1C#N	-1	2	-5	-2	-3	-2	-5	4	3	-2
CCN(CC)C(=O)C1=C(C)NC(=S)NC1c1ccc(C)s1 (centres undefined)	1	1	10	0	-2	-5	7	4	3	-6
O=C1CN(O)C=C2N=c3ccccc3=C2N1c1ccc([N+](=O)[O-])cc1	1	-3	1	2	-3	4	-1	-1	-3	2
O=C(NCc1ccco1)/C(=C\c1ccccc1)NC(=O)c1ccccc1	-3	1	3	1	-1	-2	2	-3	2	2
O=C(NCCCn1ccnc1)/C(=C/c1cccs1)NC(=O)c1ccco1	-4	-3	4	4	-1	-2	3	0	-2	-4
Cc1cc(C)nc(NC(=O)c2c(F)c(F)c(F)c(C(=O)Nc3cc(C)cc(C)n3)c2F)c1	2	-5	-3	-3	-4	2	·	2	2	1
C/C(=N\NC(=O)c1nc2ccccn2c1C)c1ccco1	2	-8	-9	0	1	3	1	2	1	-5
O=C(Nc1ccc(N2CCOCC2)cc1)c1cnsn1	-1	-2	7	5	1	-4	3	1	-1	-2
CSc1cccc(NC(=O)CCCn2c(=O)c3cccn3c3cccnc32)c1	7	-2	-5	-6	4	9	-10	-10	2	-3
Nc1nc(SCc2cccc([N+](=O)[O-])c2)n[nH]1	4	-3	-4	-4	-3	3	-5	0	0	-7
C=CCn1c(O)c(N=NC(=S)Nc2ccccc2C)c2cc(S(=O)(=O)N3CCOCC3)ccc21	-6	-3	3	4	19	0	-1	1	-3	7
Cc1cc(C)n(C(=O)CN(C)S(=O)(=O)c2ccc([N+](=O)[O-])cc2)n1	0	0	4	2	-2	-1	0	-3	-5	2
COc1ccc(NCc2nc3ccccc3n2CCOc2ccccc2)cc1	-2	5	3	5	1	0	-5	1	0	2
Cc1c(-c2ccnc3cc(C(=O)O)nn23)cnn1C	3	-1	2	-4	9	0	-2	5	2	6
Cc1nc(-c2ccc(S(=O)(=O)N3CCN(c4cccc(C)c4C)CC3)cc2)co1	-3	-1	-5	-11	9	-5	-17	8	-11	10
COc1cccc(C2CC(c3ccc(Cl)cc3)n3nc(N)nc3N2)c1 (centres undefined)	4	0	-4	1	4	0	-4	-6	-6	-4
COC(=O)c1ccc2c(=O)sc(N3CCC(C(N)=O)CC3)nc2c1	-2	1	15	0	2	2	4	0	0	3
Cc1n[nH]c(C)c1S(=O)(=O)N1CCOCC1	1	3	-7	4	-2	2	-4	-3	-1	-5
C/C(CCc1ccccc1)=N\NC(=O)c1ccccc1[N+](=O)[O-]	0	-2	6	3	-1	0	4	0	-1	-3
O=C(OCC(=O)N1CCOCC1)c1ccccc1O	1	-2	-5	6	1	0	3	6	-1	2
CC(=O)N1N=C2c3ccccc3CCC2C1c1ccc(F)cc1 (centres undefined)	-2	1	-3	5	-7	3	·	2	0	-9
CN1C(=CC=C2C=C(I)C(=O)C(I)=C2)C(C)(C)c2ccccc21	17	3	-21	-350	-5	2	-182	-270	-15	-57
CC1(C(=O)Nc2cccc(C#N)c2)CCN1C(=O)C1(c2ccccc2)CC1 (centres undefined)	1	2	2	3	-1	3	·	0	-4	-8
Cc1c(C(=O)NCc2ccccc2CN2CCCC2)oc2ccccc12	-4	0	-2	3	0	-4	-1	4	3	-11
OCc1cc(-c2ccc(Cl)c(Cl)c2)on1	1	-1	13	1	-1	0	0	6	1	-6
COC(=O)Cc1ccc(NC(=S)NCc2ccc(Cl)cc2)cc1	-1	-2	3	3	2	-1	-2	-8	6	9
Cc1ccc2occ(-c3nn[nH]n3)c(=O)c2c1	0	-1	6	8	3	-2	2	4	-2	5
CCOC(=O)C1=NN2C(O)C3(C)CC(C(=O)OCC)=NN3C(O)C2(C)C1 (centres undefined)	1	4	-1	5	1	-5	-10	5	6	-5
CC(=O)Nc1ccc2nc(-c3cccs3)[nH]c2c1	1	-1	-4	-6	3	-6	-4	7	2	-5
COCCNc1c(-c2ccc(O)cc2)nc2ccc(Cl)cn12	3	-3	-7	5	0	4	7	6	-3	3
Cc1ccc(C)c(Cn2nc3c4ccccc4n(Cc4ccccc4)cc-3c2=O)c1	-1	1	-1	-2	0	-7	-22	7	0	7
O=C(CN1C(=O)NC2(CCCC2)C1=O)NCc1cccc(Cl)c1	4	-4	4	6	0	5	1	8	-3	-7
Cc1ccc(C)c(N(CC(=O)N(C)C)S(C)(=O)=O)c1	1	3	-6	5	0	6	8	-1	-2	1
CC(C)Cn1c2c(c(=O)[nH]c1=O)C(C(F)(F)F)(C(F)(F)F)N=C(CCC1CCCCC1)N2	-1	-1	-7	-1	-4	1	-7	2	13	3
COc1nc(NCc2cccnc2)nc(OC)n1	3	-4	4	1	0	-3	4	-4	5	5
CCn1c(SCC(=O)NCC2CCCO2)nnc1-c1ccc(Cl)cc1 (centres undefined)	-1	-1	-9	0	-5	1	8	-1	-3	-1
CC(Sc1nnc(N)s1)C(=O)Nc1ccc(N2CCOCC2)cc1 (centres undefined)	2	-2	1	10	3	1	-1	4	-2	2
O=C(O)c1cc(O)ccc1NC(=O)c1cccc2ccccc12	5	1	-8	4	12	1	-6	9	4	-3
Fc1ccc(CNc2ncccn2)cc1	-1	14*	4	4	0	-2	1	-2	1	2
CCN1C(=C2C(=O)c3ccccc3C2=O)C=Cc2ccccc21	1	-5	-5	-3	-1	-8	1	-2	-1	-5
COc1ccc(Nc2nc(NCc3ccco3)nc(N/N=C/c3ccc(O)cc3)n2)cc1	-2	-1	-3	29*	13	-5	17	8	4	4
O=C(OCC(=O)N1CCN(c2ccccc2)CC1)c1ccc(Cl)nc1	-2	1	5	5	-3	0	-4	2	-2	6
COCC(=O)NC1(c2nnnn2CCOC(=O)Nc2ccc(Cl)cc2)CCCCC1	-1	1	7	6	1	4	1	-3	8	-5
OC(CNc1nc(C(F)(F)F)nc2ccccc12)c1ccccc1 (centres undefined)	-2	1	-5	-1	1	-2	-14	2	0	0
S=C(NCC1CCCCC1)Nc1cccnc1	5	3	0	5	-2	5	7	-13	7	-9

Other records
SMILES	PRMT1 FP inh	LEDGF integ inh	TDP2 absorb	SIAE primary	rCAG RNA binder	MBD2 DNA inh	HTRA1 inh	ABHD4 inh	GC-B act	TCR-CD3 inh
COc1ccc(CN2CCN(Cc3c[nH]c4ccccc34)CC2)cc1	-3	2	8	1	2	1	18	18	-1	1
CC(C)CCCN1C(Nc2ccccc2)=NC[C@@H]1C	-1	0	2	0	1	-10	-1	-2	-7	9
COCCNC(=O)CCCn1c(=O)c2ccccc2n(Cc2ccccc2C#N)c1=O	0	2	0	1	-7	-3	1	0	-3	0
Cn1c(CSc2nc3ccccc3s2)nnc1SCC(=O)NCCCN1CCOCC1	-3	0	8	-1	-4	0	1	0	3	3
COC(=O)COc1ccc(S(=O)(=O)Nc2ccccc2SC)cc1	-1	0	11	3	0	1	-3	1	9	0
CSc1nc2cc(C)nn2c(-c2ccccc2)c1C#N	0	-4	-3	-2	-2	2	-1	2	-3	4
CCN1C(=O)/C(=C\c2nc3ccccc3c(=O)n2CC)c2ccccc21	-1	2	1	4	-8	-9	8	0	-9	-7
COc1ccc(NC(=O)C(CC(C)C)NC(=O)C2CCC(C)CC2)cc1 (centres undefined)	1	2	-4	-3	3	-3	4	5	1	-5
Cc1cccc(N/C=C(\[N+](=O)[O-])S(=O)(=O)c2ccccc2)c1	0	2	3	7	4	-4	3	2	3	0
O=C(NC1CCCC1)c1ccc(Cl)s1	0	-3	6	0	-1	-1	3	-1	8	2

Compounds from the list above that contain two or more sulfur atoms (five):
SMILES	PRMT1 FP inh	LEDGF integ inh	TDP2 absorb	SIAE primary	rCAG RNA binder	MBD2 DNA inh	HTRA1 inh	ABHD4 inh	GC-B act	TCR-CD3 inh
CCN(CC)C(=O)C1=C(C)NC(=S)NC1c1ccc(C)s1 (centres undefined)	1	1	10	0	-2	-5	7	4	3	-6
C=CCn1c(O)c(N=NC(=S)Nc2ccccc2C)c2cc(S(=O)(=O)N3CCOCC3)ccc21	-6	-3	3	4	19	0	-1	1	-3	7
CC(Sc1nnc(N)s1)C(=O)Nc1ccc(N2CCOCC2)cc1 (centres undefined)	2	-2	1	10	3	1	-1	4	-2	2
Cn1c(CSc2nc3ccccc3s2)nnc1SCC(=O)NCCCN1CCOCC1	-3	0	8	-1	-4	0	1	0	3	3
COC(=O)COc1ccc(S(=O)(=O)Nc2ccccc2SC)cc1	-1	0	11	3	0	1	-3	1	9	0

Continuation.
SMILES	PRMT1 FP inh	LEDGF integ inh	TDP2 absorb	SIAE primary	rCAG RNA binder	MBD2 DNA inh	HTRA1 inh	ABHD4 inh	GC-B act	TCR-CD3 inh
Cc1ccccc1S(=O)(=O)Nc1nc2ccccc2nc1Cl	-2	3	-9	-2	9	0	-2	-3	1	-4
CCOC(=O)C1=C(C)N=c2s/c(=C\c3cccn3C)c(=O)n2C1c1cccc(OC)c1OC (centres undefined)	0	-1	-2	3	6	-2	-4	-4	-5	0
CCOC(=O)N1CCN(C(c2ccnc3ccccc23)c2nnnn2-c2ccc3c(c2)OCCO3)CC1 (centres undefined)	2	4	4	7	4	-2	·	0	3	3
COc1ccc(C2CCc3cc4c(cc3C2=NOC(C)=O)OCO4)cc1OC (centres undefined)	6	-7	-15	2	7	-1	7	-4	2	-1
Cc1cc(C(=O)OCC(=O)N2C(C)CCCC2C)c(C)o1 (centres undefined)	2	-2	6	4	-1	1	1	2	0	3
Cc1nnsc1Sc1ccccn1	-2	-1	4	2	-1	4	4	3	3	10
COc1ccc(C2=CCN(C)C(=O)N2c2ccc([N+](=O)[O-])cc2)cc1	5	-4	6	8	8	0	·	0	-1	·
O=C(Nc1c2c(nn1-c1ccccc1)CS(=O)(=O)C2)C1CCCC1	0	1	5	-3	-1	2	6	-5	-3	-4
CCCC[N+](C)(C)CCC(=O)NC(C)(C)CS(=O)(=O)[O-]	-4	0	1	6	1	0	6	-2	-4	-1
O=C(CC1C(=O)NCCN1Cc1cccc(C(F)(F)F)c1)NCCc1cnccn1 (centres undefined)	4	-8	-10	-6	1	-4	-4	7	-1	-1
Cc1cccc(OCc2nnc(SCC(=O)O)n2Cc2ccccc2)c1	-1	-1	5	-3	11	-3	-1	0	-1	-2
COc1ccc(Cl)cc1NC(=O)CSC1=NN2CCCC(=O)N=C2S1	-1	1	-1	0	4	3	-4	-7	2	-3
Cc1ccc2c(c1)Sc1c(ccc3ccccc13)N2	26*	5	22	5	18	-1	14	30*	2	-2
